Screening results deposited in PubChem BioAssay by Johns Hopkins Ion Channel Center.
KCNQ2 inh = KCNQ2 potassium channel inhibitors, primary screen, cell-based, CHO-K1, FluxOR thallium flux, B-score (AID 2156). O88943. 20 min; active compounds read low. B-score at 10 µM. 310,000 tested, 1.1% active;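 active = fluorescence ratio B-score at most minus 3 library SDs, with starting brightness B-score within 2 library SDs, cut at about -5.5 in these data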
Kir21 block = blocks the mouse Kir2.1 inward-rectifier potassium channel | HEK293-Kir2.1, FluxOR thallium flux fluorescence; active compounds read low | P35561 | 310,000 tested, 0.85% active | AID 1672 | B-score at 10 µM;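 active = fluorescence ratio B-score at or below minus 3 SD of library scores, with starting-brightness B-score within 2 SD, cut at about -4.2 in these data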;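 note: channel flux triggered by added potassium and thallium sulfate stimulus; B-score of peak minus minimum fluorescence over baseline after thallium stimulus; more negative B-score means stronger Kir2.1 block with less thallium influx; some compounds called inactive have numbers as strong as hits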
Target sequence (P35561 whole entry, looked up): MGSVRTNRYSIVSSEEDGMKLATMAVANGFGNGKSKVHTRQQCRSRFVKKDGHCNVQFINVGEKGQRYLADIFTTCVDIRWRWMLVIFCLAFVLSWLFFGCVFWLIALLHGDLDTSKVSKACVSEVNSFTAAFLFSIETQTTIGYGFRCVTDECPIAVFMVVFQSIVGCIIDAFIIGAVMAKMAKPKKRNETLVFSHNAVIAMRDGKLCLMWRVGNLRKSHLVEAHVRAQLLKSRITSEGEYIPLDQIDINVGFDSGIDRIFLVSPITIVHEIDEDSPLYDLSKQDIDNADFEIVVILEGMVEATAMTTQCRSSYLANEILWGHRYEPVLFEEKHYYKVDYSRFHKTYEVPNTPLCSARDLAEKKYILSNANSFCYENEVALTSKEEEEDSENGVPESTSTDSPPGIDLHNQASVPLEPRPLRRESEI
Starred values were filed as active, the others as inactive; i = inactive; & = joins results of further samples.

no.	structure	KCNQ2 inh	Kir21 block
1	O=C(COC(=O)c1c(F)cccc1F)c1ccc[nH]1	i	-0.04
2	O=C(NCc1cccnc1)c1ccc(CS(=O)(=O)c2ccc(Cl)cc2)o1	i	0.54
3	COc1ccc(NC(=O)CSc2nccn2-c2ccccc2)cc1	i	-2.1
4	COc1ccc(CCNC(=O)c2ccc(=O)[nH]c2)cc1	i	-0.54
5	CC1CCCC(NC(=O)COC(=O)c2ccc(S(=O)(=O)N3CCOCC3)cc2)C1C (stereo unspecified)	i	-1.7
6	Cn1nc(C(=O)N2CCCCC2)c2c1-c1ccccc1S(=O)(=O)C2	i	-0.55
7	CCOC(=O)c1nnn(-c2nonc2N)c1COc1cc(C)c(Cl)c(C)c1	i	-1.1
8	Cc1ccc(-c2nc(C)sc2CC(=O)Nc2nnc(C)s2)cc1	i	0.24
9	CCCCn1c(-c2nn(C)c(C)c2Cl)n[nH]c1=S	i	1.3
10	CCOC(=O)C1CCCN(C2CC(=O)N(c3ccc(C)cc3)C2=O)C1 (stereo unspecified)	i	-0.05

A second format for part of the listing above:
Every second line gives: KCNQ2 inh | Kir21 block
7. CCOC(=O)c1nnn(-c2nonc2N)c1COc1cc(C)c(Cl)c(C)c1
    i | -1.1
8. Cc1ccc(-c2nc(C)sc2CC(=O)Nc2nnc(C)s2)cc1
    i | 0.24
9. CCCCn1c(-c2nn(C)c(C)c2Cl)n[nH]c1=S
    i | 1.3

Other records
no.	structure	KCNQ2 inh	Kir21 block
11	COc1ccccc1NC(=O)CNC(=O)Cn1c(C)cc2ccccc2c1=O	i	-1.9
12	Cc1ccccc1C(NC(N)=O)c1ccccc1 (stereo unspecified)	i	-0.23
13	CCOC(=O)C1C(=O)C=C(/C=C/c2ccccc2)CC1c1ccc(Cl)cc1 (stereo unspecified)	i	-0.05
14	CCC(=O)Nc1cccc(C2=NN(c3ccccc3)C(c3ccc(OC)cc3)C2)c1 (stereo unspecified)	i	0.2
15	CC(C)OC(=O)CN1C(=O)C(C)(C)Oc2ccc(C(=O)NC(C)(C)C)cc21	i	1.8
16	COc1cc(C(=O)NCC2CCCO2)ccc1OCc1c(C)noc1C (stereo unspecified)	i	1.1
17	O=C(N/N=C/c1ccccc1Cl)c1ccc(F)cc1	i	1.4
18	CC1(C)CC(NC(=O)COc2cc3oc(=O)c4c(c3cc2Cl)CCC4)CC(C)(C)N1	i	-1.8
19	Cc1cc(C)c(C#N)c(SCC(=O)NC(C)(C)C)n1	i	-1.8
20	CCc1ccc(C(C(=O)NC2CCCC2)N(C(=O)c2csnn2)C2CC2)cc1 (stereo unspecified)	i	0.75

Among those listed so far, these contain fluorine.
no.	structure	KCNQ2 inh	Kir21 block
1	O=C(COC(=O)c1c(F)cccc1F)c1ccc[nH]1	i	-0.04
17	O=C(N/N=C/c1ccccc1Cl)c1ccc(F)cc1	i	1.4

Continued:
no.	structure	KCNQ2 inh	Kir21 block
21	Cc1cc(NS(=O)(=O)c2ccc(NC(=O)C(C)Oc3cc(C)c(Cl)c(C)c3)cc2)no1 (stereo unspecified)	i	2.5
22	Cc1oc2ccc(NS(=O)(=O)c3ccccc3)cc2c1C(=O)Nc1ccccc1	i	-0.28
23	Cc1ccccc1CC(=O)c1ccc(O)c(C)c1O	i	-0.64
24	CCn1c(SCC(=O)c2ccccc2)nc2ccccc2c1=O	i	-0.06
25	Cc1ccc(-c2cc(C(=O)N3CCN(c4ncccn4)CC3)c3ccccc3n2)cc1	i	0.67
26	CCOC(=O)c1ccc(S(=O)(=O)N2CC(=O)Nc3ccccc32)cc1	i	0.09
27	COc1ccc(NC(=O)N(Cc2cc3cc(OC)c(OC)cc3[nH]c2=O)CC2CCCO2)cc1 (stereo unspecified)	i	-0.46
28	Cc1ccc(CNC(=O)c2ccc(Cl)cc2[N+](=O)[O-])cc1	i	1.5
29	CCOc1ccc(S(=O)(=O)N2CCC(C(=O)N3CCOCC3)CC2)cc1C	i	-0.54
30	Cc1cc(C)nc(NS(=O)(=O)c2ccc(N)cc2)n1	i	0.08
31	O=C1OCCC1S(=O)(=O)c1ccc2ccccc2c1 (stereo unspecified)	i	0.68
32	O=C(c1cn(-c2ccccc2)nc1-c1cccs1)N(CCO)Cc1ccccc1	-7.5*	-2
33	CSc1ccc(CN(C)C(=O)c2cc(Cl)c3c(c2)OCCO3)cc1	i	0.05
34	COC/C=C/C1=CC2=CC(=O)C(C)(OC(=O)c3cnc4ccccc4n3)C(=O)C2=CN1CC(C)C (stereo unspecified)	i	-1
35	Cc1cccc(N2CCN(C(=O)c3cccn4c(=O)c5c(C)c(C)sc5nc34)CC2)c1C	i	-0.02
36	COc1ccc(-c2noc(-c3cccc(OC)c3OC)n2)cc1OC	i	0.6
37	CCn1c(N)c(C(=O)NCc2cccnc2)sc1=S	i	-0.33
38	CCCC(CCC)=NNC(=O)CN(Cc1ccccc1)S(=O)(=O)c1ccccc1	i	-0.02
39	Cc1ccc(OCC(=O)NNC(=O)C2CCCO2)c(C)c1 (stereo unspecified)	i	-0.64
40	Cc1ccc(Cc2nnc(SCC(=O)Nc3ccccc3Cl)[nH]c2=O)cc1	i	-0.64
41	CCCN(C(=O)c1ccccc1Cc1ccccc1)C1CCS(=O)(=O)C1 (stereo unspecified)	i	-0.05
42	COc1cccc(S(=O)(=O)NCc2ccc(C(=O)N3CCN(Cc4ccccc4)CC3)cc2)c1	i	-4.2
43	O=C(Cc1ccc([N+](=O)[O-])cc1)NNC(=O)c1ccc2c(c1)OCO2	i	0.67
44	O=C(CCN1CCOCC1)NNC(=O)/C(=C/c1ccccc1)NC(=O)c1ccccc1	i	1.4
45	CC(C)(C)NC(=O)[C@@H]1C[C@@H]2CCCC[C@@H]2CN1C[C@@H](O)[C@H](Cc1ccccc1)NC(=O)[C@H](CC(N)=O)NC(=O)c1ccc2ccccc2n1	i	0.22&-1.1
46	Cc1cccn2c(=O)c3cc(C(=O)NCC4CCCO4)c(=N)n(CC4CCCO4)c3nc12 (stereo unspecified)	i	-0.98
47	O=C(CSc1nnnn1-c1ccccc1)N1CCc2ccccc21	i	1.8
48	CCOc1ccccc1C(=O)Oc1cc(C)[nH]c(=O)c1[N+](=O)[O-]	i	-0.37
49	Cc1ccc(C(=O)NCC(=O)Nc2ccncc2)cc1	i	0.76
50	CCCSc1oc(-c2ccco2)nc1S(=O)(=O)c1ccc(C)cc1	i	-0.02
51	COc1cccc(S(=O)(=O)NCC(=O)Nc2ccc(C(C)(C)C)cc2)c1	i	0.87
52	Cc1ccc(-c2noc(CCC(=O)NCc3ccc4c(c3)OCO4)n2)cc1	i	1.2
53	CC(C)CCOP(=O)(c1ccc(N(C)C)cc1)C(O)c1ccccn1 (stereo unspecified)	i	-0.81
54	CC(=O)NC(CC(=O)Nc1nccs1)c1ccccc1 (stereo unspecified)	i	0.19
55	COC(=O)c1cccc(C23CC4(C2)[C@H](CN(Cc2ccc(C(F)(F)F)cc2)[C@@H]4c2ccccc2)C3c2ccc(C(F)(F)F)cc2)c1 (stereo partly specified)	i	0.17
56	CC1CCN(C(=O)CSc2nnc(-c3ccncc3)n2C)CC1	i	0.67
57	CCOC(=O)c1c(C)nc2c(c1-c1ccc(OC)c(OC)c1)C(=O)c1ccccc1-2	i	-1.5
58	Cc1ccccc1-c1cc2nc(-c3ccc([N+](=O)[O-])cc3)cc(=O)n2[nH]1	i	2.9
59	Cc1ccc(/C=C2\SC(N3CCCC3)=NC2=O)cc1	i	-0.09
60	Cc1ccc(S(=O)(=O)N2CCN(S(=O)(=O)N3CCCCC3)CC2)cc1	i	0.42
61	CCCS(=O)(=O)N1CCC(C(=O)NC2CCCC(C)C2C)CC1 (stereo unspecified)	i	1.9
62	O=C(C1=C[C@@H](c2coc3ccccc3c2=O)C[C@@H](OCc2ccc(CO)cc2)O1)N1CCN(Cc2ccccc2)CC1	i	-0.84
63	CC1(/[N+]([O-])=C\c2ccccc2F)CCCCC1=O (stereo unspecified)	i	-0.14
64	O=C(C1CCN(S(=O)(=O)c2cccc3nsnc23)CC1)N1CCc2ccccc2C1	i	-0.46
65	Cc1nc2n(n1)C(c1ccccc1)C1=C(CC(c3ccco3)CC1=O)N2 (stereo unspecified)	i	-0.03
66	Cc1c(NC(=O)COC(=O)c2ccccc2Cl)c(=O)n(-c2ccccc2)n1C	i	2.6
67	O=C(CCC1CCCCC1)Nc1nccs1	i	0.34
68	Cc1cccc(NC(=O)COc2ccc(/C=C\c3[nH]c(=O)[nH]c(=O)c3[N+](=O)[O-])cc2)c1	i	0.21
69	COc1ccc(OCc2cn3c(C)cc(C)nc3n2)cc1	i	-0.83
70	CCN(CCNc1ccc(Cl)cc1[N+](=O)[O-])C(=O)c1cc([N+](=O)[O-])c(N(C)C)cc1OC	i	-1.3

Next part.
no.	structure	KCNQ2 inh	Kir21 block
71	CN(c1ccc(OCc2nnc(-c3ccccc3)o2)cc1)S(=O)(=O)c1ccccc1	i	0.82
72	O=C(Nc1ccc2nc3n(c(=O)c2c1)CCCC3)c1cncc(Br)c1	i	-0.72
73	Cc1onc(-c2ccccc2)c1C(=O)Nc1ccc(Br)cc1Cl	i	0.03
74	COc1ccccc1N(CC(=O)NCc1ccco1)C(=O)CCC(=O)Nc1ccccn1	i	0.79
75	COc1ccccc1NC(=O)CSc1nnc(-c2ccc(C)cc2)o1	i	-1.6
76	O=C(O)C1CC=CCC1C(=O)c1ccccc1 (stereo unspecified)	i	0.09
77	O=C(Nc1c(Cl)ccc2nsnc12)c1ccc([N+](=O)[O-])o1	i	-0.12
78	C=CCOc1ccc(/C=C2\SC(=S)N(CCC(=O)O)C2=O)cc1	i	-0.09
79	O=C(CCCOc1ccc(Cl)cc1Cl)Nc1cccnc1	i	-1.2
80	COc1ccc(CC(=O)N2CCN=C2SC)cc1	i	0.95
81	CC(C)C(=O)Nc1ccc(C(=O)N2CCCCCC2)cc1	i	0.23
82	CCOc1ccc(/C=C2\SC(=S)N(N3C(=O)C4CC4C3=O)C2=O)cc1 (stereo unspecified)	i	-0.19
83	COC(=O)c1scc(C#N)c1N/N=C(\C#N)S(=O)(=O)c1ccc(Cl)cc1	i	0.74
84	CNC(=O)c1cc2c(ccc3ccccc32)o1	i	-1.1
85	Cc1ccc(S(=O)(=O)Cc2ccc(C(=O)O)o2)cc1	i	0.68
86	Cc1cc(C(=O)CCl)c(C)n1-c1c(C)n(C)n(-c2ccccc2)c1=O	i	-0.33
87	CCOc1cc2sc(N3CCC(C(=O)NCCCN4CCCC4=O)CC3)nc2cc1Br	i	-0.25
88	CC1Cc2ccccc2N1C(=O)CSc1nnnn1C (stereo unspecified)	i	1.2
89	CCOc1ccccc1NC(=O)C1CCCN(S(=O)(=O)c2cccc3cccnc23)C1 (stereo unspecified)	i	-0.89
90	CSc1ccc(CN2CCC(Oc3cccc(C(=O)N4CCCC4)c3)CC2)cc1	i	-4.6*
91	C=CCN=C1S/C(=C\c2ccc(Cl)cc2)C(=O)N1CC=C	i	0.66
92	O=C(O)CSc1nnc(Cn2c(=O)sc3ccccc32)n1-c1cccc(Cl)c1	i	2
93	O=C1c2ccccc2C(=O)N1CCC1=CCCCC1	i	-0.3
94	O=C(CN1CCOCC1)NCC12CC3CC(CC(C3)C1)C2	i	0.93
95	COC(=O)NNC(=S)Nc1cc(OC)ccc1OC	i	0.67
96	CCOc1ccccc1N1CCN(C(=O)c2ccc(-c3ccc(OC(C)=O)cc3)cc2)CC1	i	0.35
97	O=C(OCC(=O)c1cccc2ccccc12)c1ccc(CO)cc1	i	0.12
98	CC(C)CC1NC(=O)N(CC(=O)Nc2ccc3c(c2)CCC3)C1=O (stereo unspecified)	i	0.67
99	CC1(C)CC2(CCCN(C(=S)Nc3ccccc3)C2)CCO1 (stereo unspecified)	i	-0.17
100	CC(=O)Nc1ccc(NC(=O)CCn2c(=S)oc3ccccc32)cc1	i	0.81
101	CC(NS(=O)(=O)c1ccccc1)C(N)=O (stereo unspecified)	i	0.16
102	CC(C)CC(=O)NCC(C)NC(=O)CC(C)C (stereo unspecified)	i	-0.65
103	COC(=O)CCNC(=O)Cc1c(C)n(C(=O)c2ccc(Cl)cc2)c2ccc(OC)cc12	i	0.55
104	CCC(=O)Nc1cc2nn(-c3ccc(OC)cc3)nc2cc1C	i	0.58
105	CCC(C)NC(=O)Cn1nc(C(F)(F)F)c2c1CCCC2 (stereo unspecified)	i	-1.1
106	O=C(Nc1cccc([N+](=O)[O-])c1)C1C2/C=C\CCCCC21 (stereo unspecified)	i	-0.79
107	COC(=O)C1=C(C)NC(C)=C(C(=O)OC)C1/C=C/c1ccccc1	i	1.5
108	O=C(/C=C/c1ccc(Cl)cc1Cl)N1CCN(c2ccc([N+](=O)[O-])c(N3CCOCC3)c2)CC1	i	-0.7
109	CN1CCN(CCCNC(=O)c2ccc(/C=C3\Oc4ccccc4N(Cc4ccc(Cl)cc4)C3=O)cc2)CC1	i	0.15
110	N#Cc1nc(Cc2cccc3ccccc23)oc1NCCN1CCCCC1	i	-0.92
111	CN(C)c1ccc2c(c1)OC(N)=C(C#N)C2c1cccc(F)c1 (stereo unspecified)	i	-0.41
112	CCOC(=O)c1sc(NC(=O)CSc2nc3ccccc3s2)c(C(=O)OCC)c1C	i	-1.7
113	O=C(NC1CCCCCC1)c1ccco1	i	-0.43
114	COc1ccc(NC(=O)c2ccc3ccccc3n2)cc1S(=O)(=O)Nc1ccccc1Cl	i	0.45
115	O=C(O)c1ccccc1-c1ccccc1C(=O)Nc1cccc(-c2nc3ccccc3o2)c1	i	1.9
116	CC1CCC(NC(=O)C2CCC(CNS(=O)(=O)c3ccccc3)CC2)CC1 (stereo unspecified)	i	-0.85
